Compound activity from PubChem BioAssay.
miR122 inh: miR-122 inhibition in Huh7 cells. 340,000 tested, 0.3% active. activation (reporter increase), % at 12.5 µM. Huh7 miR-122 Renilla luciferase sensor, 48 h; neutral wells = 0, positive control = 100;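 active means mean replicate activation score at least 90 and every replicate individually at or above 90; inconclusive means only one of the two criteria met; inactive means neither criterion met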;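 further: higher luciferase means less miR-122 activity so hits act as miR-122 inhibitors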
F508del corr: CFTR F508del correction in bronchial cells | activity (quench increase), % at 7.58 µM | CFBE cells, YFP halide quenching; stimulated with forskolin plus potentiator P3; % fluorescence drop versus neutral controls | 350,000 tested, 0.36% active | AID 720511;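 active means mean added fluorescence quench of at least 8% versus neutral control, with both replicates also reaching 8%; inconclusive means only one of the mean or replicate conditions met; inactive means mean below 8% and not both replicates reaching 8%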;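 further: cells transiently co-express mutant CFTR-F508del with the halide-sensitive YFP; corrector assay measuring rescue of mutant channel to the surface after 24 h compound exposure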
PAX8 reporter: inhibitors of PAX8 transcriptional activity in RMG-I cells. RMG-I TPO-luciferase reporter, SteadyGlo, 24 h. inhibition, % at 12.6 µM. 360,000 tested, 1.2% active. AID 652154;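 active means mean replicate inhibition at least 60% with every replicate also reaching 60%; inconclusive means only one of the two criteria is met; inactive means mean below 60% and not all replicates reaching 60%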;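 further: luciferase light reporting Pax8 driven TPO promoter activity; plate controls were median of neutral control wells for no effect and mitoxantrone controls for full effect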
FN deposit inh: fibronectin deposition inhibition; AH1F fibroblasts, Alexa488-fibronectin deposition fluorescence, overnight; inhibition, % at 12.6 µM; 350,000 tested, 0.086% active; AID 743247;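 active means mean inhibition across replicates of 30% or more, regardless of how many single replicates reach that level; inconclusive means mean under 30% yet at least half of replicates reach 30%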;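 further: positive control wells lacked labelled fibronectin entirely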
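Assay system: AH1F fibroblast monolayer, labelled fibronectin deposition. Amount: 10000 cells per well. Also added: labelled fibronectin 24 nM. Compound: single-point pinned compound. Incubation: cell attachment 1 h, compound and FN exposure overnight. Detection: fluorescence after three HBSS washes, excitation 485 nm, emission 525 nm. Read-out: inhibition of fibronectin deposition signal.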
DENV2 CPE rescue: DENV2-induced cell death inhibition; DENV2-infected cells, cytopathic effect rescue, plate reader; CPE inhibition, % at 9.99 µM; 350,000 tested, 1.7% active; in the data active means CPE inhibition above about 20%, passing the limit was not always enough; inconclusive means no clear call, values can overlap the other calls; tested in BHK-21 cells;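 further: 0% = median of neutral control wells and 100% = median of positive control wells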
GSIS activator: primary screen for activators of insulin secretion dependent on glucose, INS-1E cells, GLuc reporter luminescence; INS-1E GLuc reporter insulin secretion, 2-3 h; activation, % at 16.6 µM; 370,000 tested, 0.61% active;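 active means lowest replicate activation of at least 40%, so every replicate reaches that level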;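 further: 0% = median of neutral control wells and 100% = median of IBMX positive control wells; some compounds called inactive have numbers as strong as hits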
EWS-Fli inh: blocks EWS/Fli oncoprotein-driven transcription | inhibition, % at 12.6 µM | 350,000 tested, 0.67% active | A673 NR0B1-luciferase reporter, viability-normalised | AID 651661;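 active means mean inhibition of at least 50% after viability correction, with every replicate also passing that limit; inconclusive means mean reaches 50% but only one of two replicates passes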;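 further: firefly luciferase signal divided by Alamar Blue viability fluorescence both relative to DMSO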
* marks the source's active call; other numbers are inactive results; ? = inconclusive; / = not tested or not shown; & = joins results of further samples; [ ] = dose if it differs, or a comment.

Order of values: F508del corr	miR122 inh	EWS-Fli inh	PAX8 reporter	FN deposit inh	DENV2 CPE rescue	GSIS activator
[1] CC(C)NC(=O)Nc1ccc2c(c1)C(=O)N([C@@H](C)CO)C[C@H](C)[C@@H](CN(C)Cc1ccncc1)OCCCC[C@@H](C)O2
    0.5	5[16.7 µM]	/	-14	/	-2	13
[2] Cc1cccc(NC(=O)CCSc2ccccn2)c1
    /	/	/	-44	-6	/	6
[3] Cc1ccc(S(=O)(=O)NC(=O)COc2ccc([N+](=O)[O-])cc2)cc1
    -2.7	-6	4	21	13	?	9
[4] O=C(C1CCCO1)N(c1ccc(F)cc1)C1C=CS(=O)(=O)C1 (centres undefined)
    -3.6	/	7	2	/	-4	5
[5] O=C(CN1CSCC1=O)N1CCN(S(=O)(=O)c2cccc(F)c2)CC1
    1.7	-8	10	-6	7	1	13
[6] CO[C@H]1CN(C)C(=O)c2cccc(C#N)c2OCC[C@H]2CC[C@@H](OC)[C@H](CN(C)C(=O)[C@H]1C)O2
    /	/	3	3	-3	-8	10
[7] O=C(C[C@@H]1C=C[C@H](NC(=O)c2ccc3c(c2)OCO3)[C@H](CO)O1)NCc1ccc(Oc2ccccc2)cc1
    0.6	/	10	8	/	-2	-14
[8] CC(C(=O)O)N1C(=O)C2C3CC(C2C1=O)C1C(c2ccccc2)c2sc(=O)[nH]c2SC31 (centres undefined)
    /	3	13	-15	0	5	-19
[9] O=C(O)c1cn(C2CC2)c2cc(N3CCN(S(=O)(=O)c4ccc5c(c4)OCCO5)CC3)c(F)cc2c1=O
    2.0	9	17	28	-2	11	-24
[10] Cc1cc(C(C)(C)C)oc1C(=O)O
    3.1	/	-9	11	/	6	22
[11] Cc1cccc(C)c1OCC(O)CN1CCN(C(=O)c2ccccc2)CC1 (centres undefined)
    3.7	-1	2	26	/	-8	-4
[12] COc1ccc(NC(=O)Nc2ccc3c(c2)CC(=O)N([C@@H](C)CO)C[C@H](C)[C@H](CN(C)C(=O)Nc2c(C)noc2C)O3)cc1
    -3.9	5[16.7 µM]	-9	4	/	11	15
[13] Clc1cccc(CN2C3=NCCCN3c3ccccc32)c1
    3.2	2	2	-29	2	-2	6
[14] Cn1nc(C(C)(C)C)c(NC(=O)c2cccs2)c1C(C)(C)C
    0.0	1	1	-1	-8	0	13
[15] CC(C)C[C@@H]1CN=C(N)N1C[C@@H]1CCCN1C[C@H](C)N1C[C@@H](Cc2ccccc2)N(CCCC2CCCC2)C1=N
    -4.6	-11	-10	46	7	-5	-29
[16] CC(C)=CCn1c2ccc(NC(=S)NC3CC3)cc2c(=O)n1C
    -2.5	-2	-3	-24	/	-9	-24
[17] O=C(O)c1cccc(Nc2nc3ccccc3nc2NS(=O)(=O)c2ccccc2)c1
    0.7	2	13	3	6	-9	/
[18] CC1(N2CCCCC2)C(=O)c2ccccc2C1=O
    1.5	/	-3	0	6	?	6
[19] CCc1nc2c(OCc3ccc(OC)cc3)cccn2c1N(C)C(=O)C(C)C
    0.5	0	1	2	-6	-5	-6
[20] CC(C)C(=NO)c1ccccc1
    -2.7	-4	3	0	-1	0	9
[21] CCNC(=O)C1(C)CCN(C(=O)c2ccc(OC)c(OC)c2)C1 (centres undefined)
    2.6	/	-2	-26	10	-6	-4
[22] O=C(Nc1ccccc1-c1ccccc1)c1cccc([N+](=O)[O-])c1
    /	4	/	-99	-6	/	-9
[23] COc1ccc(OC)c2[nH]c(=O)c(CCNC(=O)C(=O)c3c[nH]c4ccccc34)cc12
    3.4	-5	7	35	-3	-4	-5
[24] O=C(C[C@@H]1C[C@H]2c3cc(NC(=O)C4CCC4)ccc3O[C@H]2[C@@H](CO)O1)NCc1ccccc1F
    0.4	-5[16.7 µM]	-1	-14	-4	-1	0
[25] COc1ccc(CN(C)C[C@H]2OCCCC[C@@H](C)Oc3ccc(NS(=O)(=O)c4ccc(OC)cc4)cc3C(=O)N([C@@H](C)CO)C[C@H]2C)cc1
    1.6	-1[16.7 µM]	-77	-4	-16	19	-17
[26] C/C(=N/NC(=O)c1nnn(-c2nonc2N)c1COc1ccccc1)c1ccccc1
    0.7	3	/	3	0	0	2
[27] O=C(c1ccc2nc(Cc3cccc(Cl)c3)oc2c1)N1CCC(O)CC1
    -3.1	/	-3	-10	-4	3	0
[28] CCCCOc1ccc(-c2nnc(-c3cc[n+](C)cc3)o2)cc1
    /	/	/	2	-2	/	14
[29] Cc1ccc(NC(=O)CNc2cccc(S(=O)(=O)N3CCOCC3)c2)cc1F
    -1.3	-8	0	-1	4	8	-16
[30] COCC#Cc1cnc2c(c1)C(=O)N([C@H](C)CO)C[C@@H](C)[C@@H](CN(C)C(=O)Nc1ccc(OC)cc1)O2
    1.1	11[16.7 µM]	-5	20	/	3	9
[31] CC(C)CNC(=O)CC(=O)NN=C1CCCC1
    /	0	/	-3	0	/	-1
[32] CN(C)CCCN(C(=O)c1ccc2c(c1)OCCO2)c1nc2cc3c(cc2s1)OCO3
    -4.1	/	-17	-30	8	1	-2
[33] O=C(Nc1ccccc1)c1cccc(N2C(=O)C3C4C=CC(C5CC45)C3C2=O)c1 (centres undefined)
    -0.2	/	/	6	-2	0	-25
[34] CO[C@@H]1CN(C)C(=O)c2ccc(NC(=O)Nc3ccc(Cl)cc3)cc2OC[C@@H](C)N(C)C[C@@H]1C
    /	1[16.7 µM]	12	3	-14	13	-7
[35] COCCN1CCC(CNCc2cn[nH]c2-c2ccc(C)c(C)c2)C1 (centres undefined)
    1.2	-7	4	-7	-7	-1	2
[36] COC(=O)C[C@H]1c2ccccc2S(=O)(=O)N1Cc1ccc(OC)cc1
    1.2	/	-2	-12	-5	-4	10
[37] COc1ccc(NC(=O)C(CC(=O)O)Cc2ccc(Cl)cc2)cc1 (centres undefined)
    8.9*	/	8	1	8	0	10
[38] CCOC(=O)C1=C(CC)OC(N)=C(C#N)C1c1cc(OC)ccc1OC (centres undefined)
    /	-14	/	-8	-4	/	/
[39] Cc1noc(C)c1S(=O)(=O)Nc1ccc2c(c1)C(=O)N([C@H](C)CO)C[C@H](C)[C@@H](CN(C)S(=O)(=O)c1ccc(F)cc1)OCCCC[C@H](C)O2
    1.7	4[16.7 µM]	-14	-20	/	0	-6
[40] O=C(Cn1cc2c(n1)CCCCC2)Nc1c(F)c(F)cc(F)c1F
    0.1	/	-3	-3	2	-2	-11
[41] C[C@H]1CN([C@@H](C)CO)C(=O)Cc2cc(NC(=O)CCN3CCOCC3)ccc2O[C@@H]1CN(C)C(=O)Nc1cccc2ccccc12
    -0.3	10[16.7 µM]	3	/	-12	-6	21
[42] O=C(NCC(c1ccco1)N1CCOCC1)c1cccc([N+](=O)[O-])c1 (centres undefined)
    0.6	-4	5	-17	-3	1	11
[43] Cc1ccc(S(=O)(=O)N2CCOCC2)cc1NC(=O)COC(=O)c1n[nH]c(=O)c2ccccc12
    1.9	4	-9	4	6	-3	-4
[44] Cc1ccc(-n2cccn2)c(CN2CCCC(C(=O)c3ccc4c(c3)OCO4)C2)c1 (centres undefined)
    -1.9	/	25	-20	5	/	3
[45] CNC(=O)C(=O)N/N=C/c1ccc(Br)cc1
    -0.3	/	-8	-22	6	3	10

Profiles, quoted from the list.
Profile of `CNC(=O)C(=O)N/N=C/c1ccc(Br)cc1` : F508del corr: -0.3; miR122 inh: /; EWS-Fli inh: -8; PAX8 reporter: -22; FN deposit inh: 6; DENV2 CPE rescue: 3; GSIS activator: 10
Profile of `C[C@H]1CN([C@@H](C)CO)C(=O)Cc2cc(NC(=O)CCN3CCOCC3)ccc2O[C@@H]1CN(C)C(=O)Nc1cccc2ccccc12` : F508del corr: -0.3; miR122 inh: 10[16.7 µM]; EWS-Fli inh: 3; PAX8 reporter: /; FN deposit inh: -12; DENV2 CPE rescue: -6; GSIS activator: 21

Six of these compounds, reformatted:
No.	compound	F508del corr	miR122 inh	EWS-Fli inh	PAX8 reporter	FN deposit inh	DENV2 CPE rescue	GSIS activator
39	Cc1noc(C)c1S(=O)(=O)Nc1ccc2c(c1)C(=O)N([C@H](C)CO)C[C@H](C)[C@@H](CN(C)S(=O)(=O)c1ccc(F)cc1)OCCCC[C@H](C)O2	1.7	4[16.7 µM]	-14	-20	/	0	-6
40	O=C(Cn1cc2c(n1)CCCCC2)Nc1c(F)c(F)cc(F)c1F	0.1	/	-3	-3	2	-2	-11
41	C[C@H]1CN([C@@H](C)CO)C(=O)Cc2cc(NC(=O)CCN3CCOCC3)ccc2O[C@@H]1CN(C)C(=O)Nc1cccc2ccccc12	-0.3	10[16.7 µM]	3	/	-12	-6	21
42	O=C(NCC(c1ccco1)N1CCOCC1)c1cccc([N+](=O)[O-])c1 (centres undefined)	0.6	-4	5	-17	-3	1	11
43	Cc1ccc(S(=O)(=O)N2CCOCC2)cc1NC(=O)COC(=O)c1n[nH]c(=O)c2ccccc12	1.9	4	-9	4	6	-3	-4
44	Cc1ccc(-n2cccn2)c(CN2CCCC(C(=O)c3ccc4c(c3)OCO4)C2)c1 (centres undefined)	-1.9	/	25	-20	5	/	3

The results go on:
Order of values: F508del corr	miR122 inh	EWS-Fli inh	PAX8 reporter	FN deposit inh	DENV2 CPE rescue	GSIS activator
[46] COc1cccc(NC(=O)N[C@H]2C=C[C@H](CC(=O)N3CCCCC3)O[C@@H]2CO)c1
    2.0	/	-4	1	/	1	1
[47] Cc1cc(C)c(NC(=O)CS(=O)CC(=O)Nc2cccnc2)c(C)c1 (centres undefined)
    /	-6	/	4	7	/	/
[48] O=C(N1CCN(S(=O)(=O)c2ccc(Cl)cc2)CC1)n1ccnc1
    0.4	-6	-1	4	3	-2	-9
[49] CC(C)OC(=O)/C(=C\c1cccnc1)NC(=O)c1ccccc1
    -1.0	/	4	19	-5	-10	3
[50] O=c1c2ccccc2oc2ccc(NCCCn3ccnc3)cc12
    3.5	-4	-35	-14	-7	2	-5
[51] O=C(Nc1ccccc1)N1CC(=O)N2[C@H](C1)[C@@H](c1ccc(C#CC3CCCC3)cc1)[C@@H]2CO
    -0.4	/	-2	/	-14	5	-29
[52] C[C@@H]1CN([C@H](C)CO)C(=O)CCCn2cc(nn2)CO[C@@H]1CN(C)C(=O)Nc1cccc(F)c1
    -1.3	2[16.7 µM]	0	/	0	/	-2
[53] C=CCNC(=O)/C(C#N)=C/c1ccccc1Cl
    1.3	/	4	3	-3	/	-26
[54] O=C1CCC(=O)N1CCC(=O)N(C(=O)NC1CCCCC1)C1CCCCC1
    -6.4	-6	-6	-4	-2	-9	14
[55] COc1ccc2nc(/N=C/c3c(C)[nH]n(-c4ccc(C)cc4)c3=O)sc2c1
    1.0	2	-3	27	-4	-18	4
[56] CC(OC(=O)c1ccc(Cl)c([N+](=O)[O-])c1)C(=O)N1CCN(Cc2ccccc2)CC1 (centres undefined)
    0.7	-4	17	17	0	-1	-15
[57] CC(=O)c1ccc(NC(=O)CSc2ccc(-c3ccc(-n4cccn4)cc3)nn2)cc1
    -5.2	/	-43	-47	6	2	4
[58] C[C@@H]1CN([C@@H](C)CO)S(=O)(=O)c2ccc(Br)cc2O[C@H]1CN(C)C(=O)c1cccc(F)c1
    -2.3&3.5	4	1&2	18	2&1	1&-11	-12&-7
